# VCAM1 TNFa inh: inhibitors of TNFa-induced VCAM1 expression, primary screen, imaging, HUVEC, TNFa stimulus, immunofluorescence. HUVEC TNFa-induced VCAM-1 immunofluorescence, high-content imaging. inhibition, % at 2 µM. 95,000 compounds, 0.48% hits. AID 802, 2007;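 active = inhibition above the batch mean plus 3 SD, with images confirmed as a hit by eye, cut at about 37% in these data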;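 note: 0% = TNF-stimulated DMSO wells and 100% = unstimulated control wells; not every result past the cut was called active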
# H69AR growth 86K: proliferation blockers of H69AR lung cancer cells, primary screen, cell-based, human, 86K library. H69AR lung tumor viability, ATP luminescence, 72 h; hits give low values. 85,000 compounds, 6% hits. viability, % at 10 µM;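 active = viability at or below 40%; inactive = viability above 40%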;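 note: multidrug resistant small cell line overexpressing MRP-1 efflux transporter; 100% = mean luminescence of untreated control wells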
# Pyk2 oligo antag: antagonists of Pyk2 self-association, primary screen, Q293 cells, FERM NanoBiT luminescence, HTS. Protein-tyrosine kinase 2-beta (Homo sapiens), Q14289. hits give low values. z-score (the deposit names both 25 µM and 10 µM). 99,000 compounds, 0.83% hits;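 active = Z-score of -3 or lower, scaled per plate to the spread of control and sample wells; inactive = z-score above -3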;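 note: negative z-score means lost luminescence so less FERM oligomerization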
# HUVEC prolif 384: inhibitors of HUVEC proliferation, primary screen, cell-based, 384-well. CellTiter-Glo luminescence, 72 h; hits give low values. viability, % at 10 µM (by protocol). 86,000 compounds, 1.1% hits. AID 648, 2007;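 active = viability at or below 30%; inactive = viability above 30%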;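 note: 100% = median luminescence of DMSO-only cell control wells on each plate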
# TNFa cytotox: cytotoxicity in TNFa-stimulated HUVEC, primary screen, cytotoxicity control for VCAM1 expression modulator project, imaging, Hoechst nuclei count; HUVEC TNFalpha-stimulated, Hoechst cell count; cell count reduction, % at 2 µM; 93,000 compounds, 0.17% hits; AID 848, 2007;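 active = cell count reduction exceeding the screen mean by over 5 SD, scaled to untreated wells per plate, cut at about 78% in these data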;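 note: cells counted after 24 h of TNF alpha exposure following the 1 h pretreatment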
# IL1B cytotox: cytotoxicity in IL-1B stimulated HUVEC, primary screen, cytotoxicity control for IL-1B NFkB translocation project, imaging, Hoechst nuclear count, IL-1B stimulus. HUVEC cell count loss. cell count reduction, % at 2 µM. 94,000 compounds, 0.41% hits. AID 845, 2007;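 active = cell count reduction more than 3 SD above the screen-wide mean, cut at about 70% in these data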;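 note: normalized per plate to untreated control cells as the no-loss baseline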
# Smad3 inh: Smad3/FoxH1 peptide binding inhibitors, primary screen, biochemical, TR-FRET. TR-FRET Smad3/Dy647-FoxH1 peptide binding, europium anti-His. Mothers against decapentaplegic homolog 3 (Homo sapiens), P84022. 88,000 compounds, 0.29% hits. inhibition, % at 25 µM;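 active = compounds that reduce the energy-transfer binding signal between the protein and its labelled peptide by more than half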;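 note: 0% = Smad3 plus labelled peptide maximal FRET and 100% = peptide-only background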
# Target sequence (P84022 whole entry, looked up): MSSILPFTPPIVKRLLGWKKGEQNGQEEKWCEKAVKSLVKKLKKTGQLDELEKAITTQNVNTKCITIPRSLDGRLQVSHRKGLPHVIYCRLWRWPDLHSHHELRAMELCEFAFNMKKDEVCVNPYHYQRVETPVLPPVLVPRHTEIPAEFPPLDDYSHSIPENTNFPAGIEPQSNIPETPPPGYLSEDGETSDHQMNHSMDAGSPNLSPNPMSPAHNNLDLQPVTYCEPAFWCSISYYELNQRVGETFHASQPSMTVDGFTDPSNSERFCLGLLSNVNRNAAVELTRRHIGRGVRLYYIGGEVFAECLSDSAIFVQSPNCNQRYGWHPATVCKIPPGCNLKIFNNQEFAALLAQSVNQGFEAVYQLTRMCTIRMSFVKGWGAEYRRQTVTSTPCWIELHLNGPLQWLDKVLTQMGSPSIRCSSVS
# cytoskel mod: modifiers of F-actin cytoskeleton organization, primary screen, imaging, HUVEC, phalloidin staining, high-content imaging. HUVEC TNFa F-actin phalloidin imaging. AID 836, 2007. inhibition, % at 2 µM. 91,000 compounds, 0.18% hits;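 active = inhibition above the batch mean plus 3 SD and confirmed as a hit by visual image inspection, cut at about 30% in these data, passing the limit was not always enough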; note: strong numbers were not always called active
# Fibroblast inh: antiproliferative effect on LL 47 fibroblasts – human, LL 47 cells, CellTiter-Glo luminescence, primary screen; LL 47 human lung fibroblast viability, ATP luminescence; hits give low values; 85,000 compounds, 1.1% hits; viability, % at 10 µM; AID 719, 2007;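 active = viability at or below 50% in the single dose screen; inactive = viability above 50%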;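 note: compound exposure lasted 72 h before the ATP readout; 100% = median luminescence of untreated cell-only wells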
#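 Signal: luminescent ATP detection, CellTiter-Glo; assay system: LL 47 human lung fibroblasts; input: 1,150 cells/well; incubation: overnight cell rest, 72 h compound treatment at 37 °C; measure: % viability versus median cells-only luminescence; medium: IMEM growth medium with 15% fetal bovine serum; dosing: compound addition at 0.1% DMSO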
# Starred values were filed as active, the others as inactive; / = not tested or not shown; [ ] = another dose, or the depositor's remark.
SMILES,VCAM1 TNFa inh,H69AR growth 86K,Pyk2 oligo antag,HUVEC prolif 384,TNFa cytotox,IL1B cytotox,Smad3 inh,cytoskel mod,Fibroblast inh
COC(=O)[C@H](Cc1ccccc1)NC(=O)NCC1CCCO1 (stereo partly drawn),-10,92,0.8,94,-5,12,15[fluorescence artefact?],6,104
CCCCCCC(=O)N/N=C/Cc1ccccc1,3,/,-0.5,/,9,0,/,27,/
CN1CCc2c(sc3c2C(=O)NC(c2ccccn2)N3)C1 (stereo not drawn),10,93,-0.02,100,-8,-72,3,-2,99
CCCCOc1c(Br)cc(/C=C2\N=C(C)OC2=O)cc1OCC,28,/,-0.21,/,16,-16,/,-19,/
O=C(CN1CCOCC1)NC1CC2CCC1C2 (stereo not drawn),12,97,0.18,99,-30,7,2,-1,102
COC(=O)c1cc2n(n1)CCN(Cc1ccc(C)cc1)C2=O,-4,/,0.18,/,-3,-12,/,-43,/
c1ccc(OCCCCN2CCOCC2)cc1,17,106,0.06,85,-14,24,-3,-10,90
Cc1c(NC(=O)C(Sc2ccccc2)c2ccccc2)cccc1[N+](=O)[O-] (stereo not drawn),4,/,-1.6,/,0,7,/,2,/
CC(=O)Nc1ccc(S(=O)(=O)N2CCC(c3nc4ccccc4[nH]3)CC2)cc1,0,77,-0.35,103,3,17,-1,-39,101
COC(=O)c1ccc(NC2CC(=O)N(c3ccccc3C)C2=O)cc1 (stereo not drawn),-3,/,-0.6,/,4,-3,/,-13,/
CSc1nnc2c(n1)[nH]c1c(C)cccc12,-5,63,-0.89,86,-49,-61,9,2,98
CCCCn1cnc2sc3c(c2c1=N)CCCC3,/,82,0.34,99,/,/,-1,/,94
O=C(CNC1CCCCCC1)Nc1ccc(N2CCCC2)cc1,-10,/,/,/,2,-30,/,-7,/
CC(=O)Nc1cc(-c2ccccc2)nn1Cc1ccc(Cl)cc1,10,/,-2,/,0,14,/,4,/
COc1ccc(C(=O)CSc2nnc(Cn3nnc4ccccc43)n2C)cc1,12,/,0.57,/,-12,-2,/,-6,/
CCOC(=O)c1ccccc1NC(=O)Cn1cnc2c1c(=O)n(C)c(=O)n2C,20,85,-0.19,91,-10,-27,-7,11,103
O=C(Cn1cnc2c(nnn2Cc2ccc(F)cc2)c1=O)N1CCN(c2ccccc2)CC1,/,97,0.43,96,/,/,6,/,100
CC(=O)C(Sc1nc(-c2ccco2)nc2c1c(=O)n(C)c(=O)n2C)C(=O)N(C)C (stereo not drawn),/,75,/,97,/,/,5,/,95
COc1ccccc1CNS(=O)(=O)c1cccc(S(=O)(=O)N2CCOCC2)c1,4,/,0.72,/,6,8,/,-2,/
COc1cccc(C2c3c(oc4ccc(Cl)cc4c3=O)C(=O)N2c2cc(C)on2)c1OC (stereo not drawn),5,6.6*,-1.2,55,-30,-14,16,-10,72
COc1ccccc1CN(Cc1cc2cc(C)cc(C)c2[nH]c1=O)Cc1nnnn1CC1CCCO1 (stereo not drawn),5,66,0.65,95,-28,-77,-10,-10,91
Cc1c(/C(O)=C2/C(=O)C(=O)N(CCN3CCOCC3)C2c2ccco2)cnn1-c1ccccc1 (stereo not drawn),/,100,/,106,/,/,-6,/,97
O=C1OCc2ccc(NC(=O)C3CCCCC3)cc21,-8,105,0.42,106,-12,-76,6,8,107
O=C(NC(Cc1ccccc1)C(=O)O)c1ccccc1 (stereo not drawn),/,83,-0.59,101,/,/,-9,/,99
O=C1CCCCCN1CP(=O)(O)CCc1ccccc1,11,96,0.31,85,-18,-52,-15,-4,98
O=C(CSc1ncccn1)Nc1ccc(S(=O)(=O)N2CCCCC2)cc1,8,87,0.35,92,-22,-14,-23,-5,107
CCOC(=O)C(CC)n1nc(C)n2c(cc3occc32)c1=O (stereo not drawn),19,95,-0.14,97,-6,-20,-6,-13,97
S=c1[nH]c2ncccc2o1,6,103,0.24,88,-2,-1,1,-8,103
Clc1ccc(-c2cn3c(n2)CCC3)cc1,-38,86,0.46,114,-15,-28,-6,-23,107
CC(C)NS(=O)(=O)c1ccc(NC(=S)NC(=O)c2ccc(-c3ccccc3)cc2)cc1,8,/,-0.13,/,2,-31,/,-32,/
COc1c2c(nc3ccccc13)OC(C(C)(O)CO)C2 (stereo not drawn),4,82,0.3,93,-14,0,10,16,107
CCCCN(C)C(=O)c1cn(C)c2ccc(S(=O)(=O)N(C)C)cc2c1=O,-5,100,/,94,-5,-16,11,-7,94
CCCCCOc1ccc(NC(=O)C(=O)NCCC2=CCCCC2)cc1,7,87,-0.43,93,-6,-10,-7,-7,98
COc1ccc(-n2nc3c(c2NC(=O)Cc2cccc(C)c2)CS(=O)C3)cc1 (stereo not drawn),-9,86,/,100,-14,-6,-2,-5,106
CCC(C)NC(=O)CCS(=O)(=O)c1ccc2c(c1)n(C)c(=O)c(=O)n2C (stereo not drawn),/,97,/,97,/,/,-2,/,101
CC(=O)C1=C(NC(=O)c2ccccc2F)C[C@@H]2[C@H]1C2(C)C,8,96,-0.51,135,-19,-15,-1,-8,95
Cn1c(=O)c2c(nc(Oc3ccccn3)n2C)n(C)c1=O,/,88,/,91,/,/,-1,/,97
CCN=C1SC(C(=O)Nc2cccc(C(=O)O)c2)CC(=O)N1CC (stereo not drawn),3,93,0.73,89,-8,45,-10,9,97
CC(=O)N1CCCc2cc(S(=O)(=O)N3CCN(c4ccccn4)CC3)ccc21,/,88,0.93,101,/,/,-1,/,91
Cc1sc(CO)c(Sc2ccccc2)c1C(=O)O,11,99,/,122,-18,-15,-9,-15,108
Cc1ccc(-c2nnc(N3CCN(C(=O)Cn4c(=O)n(C)c5ccccc54)CC3)c3ccccc23)cc1,18,73,0.95,100,-18,0,14,12,96
O=C1NCC(CN(c2ccccc2)c2ccccc2)O1 (stereo not drawn),/,96,-0.28,102,/,-10,-2,2,97
COc1ccc(N/N=C(/Oc2ccc([N+](=O)[O-])cc2)C(C)=O)cc1,-3,91,0.06,98,-22,5,-1,11,98
CCCNC(=O)Cc1ncn[nH]1,2,99,0.31,98,0,-48,-1,1,103
COc1ccc(N2C(=O)CC(n3cnc4ccccc43)C2=O)cc1 (stereo not drawn),7,96,1.3,110,-8,-56,13,7,105
O=C(Nc1ccc2c(c1)CCC2)c1cccc(S(=O)(=O)N2CCN(c3ccc(F)cc3)CC2)c1,6,79,2.4,108,-14,-7,1,14,97
COC(=O)c1cn(CCOc2ccccc2OC)c2ccccc12,0,67,0.19,93,-28,-8,-6,4,98
Cc1ccc(Oc2c(C=O)c3ccccc3n2C)cc1,0,/,-1.8,/,24,22,/,-6,/
CCOC(=O)c1cc2sccc2n1CC(=O)Nc1ccc2c(c1)OCCO2,-16,38*,-3.9*,94,-10,-36,5,11,92
Cc1c(Cl)cccc1NC(=O)NC1CCCCC1,18,99,0.15,107,-26,-29,1,2,97
CC(=O)Nc1ccc(OCC(O)CN2CCN(c3ccc(Cl)cc3)CC2)cc1 (stereo not drawn),6,100,0.08,99,-30,-35,0,10,104
CC1CCCCN1Cc1nc2c(c(=O)n(C)c(=O)n2C)n1CCc1ccccc1 (stereo not drawn),-2,73,0.68,90,-7,28,1,6,106
COc1ccccc1CNC(=O)CCN1C(=O)COc2ccc(C)cc21,19,91,-0.19,89,-17,0,-3[fluorescence artefact?],12,101
Cc1ccc(-c2noc(CCC(=O)NC3CCCc4ccccc43)n2)cc1 (stereo not drawn),/,20*,0.88,88,/,/,5,/,105
O=S(=O)(NCc1ccncc1)c1ccc(Br)s1,/,98,0.36,77,/,/,-1,/,98
COc1cccc(/C=C/C(=C2\C(=O)N(c3ccccc3)N=C2C)c2ccc(Br)cc2)c1OC,-4,/,-1.2,/,0,-5,/,-23,/
CC(C)Oc1nnnn1-c1ccccc1,18,98,-0.3,102,1,2,4,27,108
Cc1cc(C)cc(Nc2ccc(C(=O)O)cc2N)c1,/,94,-0.12,75,/,/,2,/,89
Fc1ccccc1CSc1nnnn1-c1ccc2c(c1)OCO2,/,78,-2.5,97,/,5,0,/,102
COc1ccc(-c2nnc(SCC(=O)N3CCOCC3)o2)cc1OC,/,91,/,100,/,/,-4,/,100
# Later entries
SMILES,VCAM1 TNFa inh,H69AR growth 86K,Pyk2 oligo antag,HUVEC prolif 384,TNFa cytotox,IL1B cytotox,Smad3 inh,cytoskel mod,Fibroblast inh
Cc1cccc(NC(=O)c2cc(NC(=O)c3ccco3)ccc2N2CCCCC2)c1,8,93,0.18,26*,-24,-38,9,8,84
COc1ccc(C(CC(=O)c2ccccc2)C2CCCCC2=O)cc1 (stereo not drawn),22,84,/,78,/,-11,9,0,94
C/C(N)=C(/C#N)C(=O)COC(=O)c1ccc(C)c(S(=O)(=O)N2CCCCC2)c1,2,/,-1.1,/,3,0,/,-7,/
COCCN(CCOC)S(=O)(=O)c1ccc(C(=O)NCCCN2CCOCC2)cc1,/,99,0.16,103,/,/,-11,/,103
CCn1cc(C(=O)O)c(=O)c2cnc(N3CCN(C(=O)Nc4cccc5ccccc45)CC3)nc21,/,57,/,109,/,/,11,/,96
COc1ccc(C(C)=O)cc1CN(C)C,0,103,-0.21,102,-39,-109,-3,28,101
Cn1c(=O)c2c(nc(CN3CCC(C(N)=O)CC3)n2Cc2c(Cl)cccc2Cl)n(C)c1=O,3,63,0.59,90,-43,-29,8[fluorescence artefact?],7,106
Cc1cccc(C)c1NC(=O)CN(C)CC(=O)Nc1cc(Cl)ccc1C#N,27,66,-0.26,95,10,6,-4,-27,98
CCn1cc(C2=NC(C(C)C)CO2)c2ccccc21 (stereo not drawn),/,90,/,101,/,/,4,/,96
O=[N+]([O-])c1ccc(N/N=C\c2cccn2-c2ccccc2)nc1,16,/,-0.53,/,-26,/,/,14,/
CC(=O)NNC(=O)c1ccncc1,19,99,0.32,97,-4,-32,2,-1,104
CSc1nsc(SC)c1C(=O)N1CCN(S(=O)(=O)c2ccc(C)cc2)C1C (stereo not drawn),5,73,-1.5,91,-20,-29,8,-10,98
CCOCCc1nnc(NC(=O)c2cccs2)s1,/,95,1.4,96,/,9,7,/,82
CCCC(C(=O)NCc1ccc(OC)cc1)N(Cc1ccco1)C(=O)c1snc(C(N)=O)c1N (stereo not drawn),-1,93,-0.58,103,-25,-16,8,6,96
O=C(Cc1ccccc1)Nc1ccc(N2CCCC2)cc1,10,106,-0.33,102,-28,13,6,9,115

# Arranged by value in Smad3 inh (ascending): 4 from the list above.
mol	Smad3 inh
CC(=O)Nc1ccc(OCC(O)CN2CCN(c3ccc(Cl)cc3)CC2)cc1 (stereo not drawn)	0
Cc1c(Cl)cccc1NC(=O)NC1CCCCC1	1
Cc1ccc(-c2noc(CCC(=O)NC3CCCc4ccccc43)n2)cc1 (stereo not drawn)	5
O=C(Cn1cnc2c(nnn2Cc2ccc(F)cc2)c1=O)N1CCN(c2ccccc2)CC1	6

# Compound activity from PubChem.

# The list is partial, so the mix of outcomes need not match the whole.
